# PrPC surface inh = inhibitors of human cell surface prion protein PrPC, primary screen, cell-based, TR-FRET | Major prion protein (Homo sapiens), P04156 | TR-FRET read-out | inhibition, % at 13.8 µM | actives 0.43% (n = 370,000) | AID 720596, 2013; in the data active means inhibition above about 24%; further: 0% = median of the test wells and 100% = reference compound wells
# SSB-PriA inh = inhibitors of Klebsiella pneumoniae PriA binding to SSB C-terminal tail, primary screen, biochemical, AlphaScreen. AID 1272365, 2023. inhibition, % at 33 µM. actives 0.6% (n = 430,000). AlphaScreen SSBct-PriA binding, biotinylated peptide; in the data active means inhibition mostly above about 37%, no sharp cut-off; inactive means mostly below about 20%;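 further: plate controls were negative control peptide for no effect and reference peptide for full effect; strong numbers were not always called active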
# BoNT-F LC inh = BoNT/F light chain protease inhibitors, primary screen, biochemical, flow cytometry, MLPCN library | inhibition, % at 10 µM | Multiplex microsphere protease cleavage assay | actives 0.22% (n = 360,000); in the data active means inhibition above about 35%, passing the limit was not always enough; inconclusive means no clear call, values can overlap the other calls; further: plate controls were buffer without enzyme for full effect and enzyme alone for no effect
# Anthrax LF prot = Bacillus anthracis LF protease inhibitors, primary screen, biochemical, multiplex microsphere, MLPCN library. inhibition, % at 10 µM. actives 0.12% (n = 360,000). multiplex microsphere protease cleavage assay. Lethal factor (Bacillus anthracis), P15917; further: plate controls were buffer without enzyme for full effect and enzyme alone for no effect
# DUSP3 inh = VHR1 phosphatase inhibitors, primary screen, biochemical, absorbance, uHTS. Dual specificity protein phosphatase 3 (Homo sapiens), P51452. recombinant VHR phosphatase, pNPP absorbance. inhibition, % at 13.3 µM. actives 0.52% (n = 290,000). AID 1654, 2009; in the data active means inhibition above about 50%; further: some compounds called inactive have numbers as strong as hits
# Target sequence (P51452 whole entry, looked up): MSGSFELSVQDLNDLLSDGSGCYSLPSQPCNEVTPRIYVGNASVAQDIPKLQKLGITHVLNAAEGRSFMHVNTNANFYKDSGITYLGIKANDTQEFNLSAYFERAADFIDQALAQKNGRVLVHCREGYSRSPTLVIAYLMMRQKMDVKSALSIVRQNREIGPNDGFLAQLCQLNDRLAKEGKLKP
# CCHF vOTU inh = CCHFV vOTU protease inhibitors, primary screen, biochemical, Pep-AMC substrate, fluorescence; inhibition, % at 11.5 µM; AID 651958, 2012; Crimean-Congo hemorrhagic fever virus L polyprotein viral ovarian tumor (vOTU) protease …; actives 0.55% (n = 370,000); in the data active means inhibition above about 30%; further: 0% = vehicle wells with enzyme and 100% = no enzyme wells
# Rv3671c protease = Rv3671c serine protease inhibitors, primary screen, biochemical, fluorescence polarization, M. tuberculosis H37Rv. inhibition, % at 5.96 µM. actives 0.048% (n = 320,000); in the data active means inhibition above about 38%;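 further: extracellular domain of Rv3671c used as enzyme; 0% = enzyme with DMSO and 100% = no enzyme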
# Target sequence (P9WHR9 whole entry, looked up, the tested form may be a part): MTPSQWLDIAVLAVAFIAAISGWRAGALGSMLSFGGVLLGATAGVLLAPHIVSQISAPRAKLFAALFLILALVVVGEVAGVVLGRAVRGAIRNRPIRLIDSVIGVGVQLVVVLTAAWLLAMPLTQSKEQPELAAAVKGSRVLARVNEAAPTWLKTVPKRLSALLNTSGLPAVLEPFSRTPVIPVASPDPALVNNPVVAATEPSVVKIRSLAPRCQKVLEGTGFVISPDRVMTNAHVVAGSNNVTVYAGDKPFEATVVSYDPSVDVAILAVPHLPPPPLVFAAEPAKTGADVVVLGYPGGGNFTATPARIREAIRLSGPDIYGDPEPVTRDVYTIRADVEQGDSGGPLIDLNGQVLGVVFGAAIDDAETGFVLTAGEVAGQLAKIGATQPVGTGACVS
# BoNT-A LC inh2 = BoNT/A light chain protease inhibitors, primary screen, biochemical, flow cytometry, MLPCN library; Botulinum neurotoxin type A light chain protease (Clostridium botulinum A str. ATCC 3502); multiplex microsphere protease substrate cleavage; inhibition, % at 10 µM; actives 0.17% (n = 360,000); AID 588499, 2011; further: plate controls were buffer without enzyme for full effect and enzyme alone for no effect
# 3CLpro inhibitor = SARS-CoV 3CLpro protease inhibitors, primary screen, biochemical, quenched FRET; actives 0.14% (n = 290,000); recombinant SARS-CoV 3CLpro, quenched FRET peptide cleavage; inhibition, % at 6 µM; Replicase polyprotein 1ab (Severe acute respiratory syndrome coronavirus), P0C6X7; in the data active means inhibition above about 12%
# MazEF act = activators of E. coli MazEF toxin-antitoxin RNase, primary screen, biochemical, fluorescence, uHTS; Endoribonuclease toxin MazF (Escherichia coli (strain K12)), P0AE70; FAM/BHQ RNA-DNA oligo cleavage fluorescence, 5 h; activation, % at 20 µM; actives 0.32% (n = 350,000); AID 504720, 2011; in the data active means activation above about 50%
# Target sequence (P0AE70 whole entry, looked up): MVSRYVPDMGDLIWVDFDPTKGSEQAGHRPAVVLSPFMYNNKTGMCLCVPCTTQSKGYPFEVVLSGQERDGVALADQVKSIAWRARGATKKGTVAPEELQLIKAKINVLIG
# Starred values were filed as active, the others as inactive; ? = inconclusive; . = not tested or not shown; & = joins results of further samples. Unless noted, no stated cut-off is given here; in the data, active means inhibition above about 30%; inconclusive means no clear call, values can overlap the other calls; inactive means below that.
nr	compound	PrPC surface inh	SSB-PriA inh	BoNT-F LC inh	Anthrax LF prot	DUSP3 inh	CCHF vOTU inh	Rv3671c protease	BoNT-A LC inh2	3CLpro inhibitor	MazEF act
1	COc1ccccc1NC(=O)C(C)N1C(=O)c2ccccc2C1=O (centres undefined)	1.5	-1.0	.	.	30.0	-7.2	3.0	.	3.9	0.8
2	COc1ccccc1CNC(=O)c1ccc(C)s1	5.4	9.3	-11.3	-0.1	17.4	13.7	-4.2	0.1	-2.7	1.0
3	CCCCN1C(=O)C(CC(=O)NCC2CCCCC2)CC(C(=O)N2CCOCC2)=C1C (centres undefined)	2.7	.	-4.1	-1.1	.	-0.1	.	-0.6	.	3.9
4	CC(=O)N1N=C(c2ccccc2)CC1c1ccc(F)cc1 (centres undefined)	11.1	-0.8	?	-16.9	9.8	11.5	-2.5	-4.3	-1.0	8.3
5	CC(=O)N1CCc2cc(Br)cc(S(=O)(=O)NCc3ccccn3)c21	0.0	1.0	1.0	-0.7	35.7	0.9	2.5	-0.1	-6.6	7.7
6	C=CCn1c(O)c(/C(CC)=N/NC(=S)Nc2ccccc2)c(=O)[nH]c1=O	7.0	.	.	.	-10.7	-8.6	-9.1	.	6.8	1.9
7	CCc1nnc(NC(=O)Cn2ccc(C(F)(F)F)n2)s1	-7.3	-5.5	-4.0	-0.4	1.0	-1.4	6.8	-0.3	3.4	4.3
8	CC(C)CN1Cc2cc(-c3ccccc3)ccc2-n2nncc2C1	-1.8	.	-3.2	-11.7	.	7.6	.	0.2	.	.
9	CC(C)C(C(=O)Nc1ncn[nH]1)N1C(=O)c2ccccc2C1=O (centres undefined)	-4.4	-16.2	-7.6	-0.3	-13.2	3.9	-9.3	-0.3	-2.8	1.2
10	NS(=O)(=O)c1ccc(NC(=O)/C=C/c2ccco2)cc1	-8.4	6.0	1.0	-0.2	16.5	9.0	-12.8	0.4	-3.8	5.0
11	COc1cccc(NP(=O)(Oc2ccccc2)Oc2ccccc2)c1	17.0	-6.0	-5.5	2.0	-21.1	29.9*	-9.8	-0.8	2.6	0.0
12	CCc1nc2ccc(C(=O)NCCc3ccccn3)cn2c1N(CC)CCOC	-3.8	.	1.7	-12.9	.	1.8	.	-0.1	.	.
13	CCOC(=O)c1cc(-c2ccc(N3C(c4ccsc4)=Cc4ccccc4C3CC(C)=O)cc2)cc([N+](=O)[O-])c1 (centres undefined)	-6.1	.	-2.3	-1.8	.	16.6	.	2.1	.	.
14	CC(C)CC(=O)NC(=S)Nc1cc(C(=O)O)ccc1Cl	-10.2	5.5	-7.6	-2.3	2.1	-15.7	-9.4	-0.1	-3.2	-0.7
15	O=C(CNC(=O)c1ccc(OC(F)F)cc1)NCC1CCCO1 (centres undefined)	-5.4	-9.1	0.9	-1.2	8.6	4.5	-3.2	0.2	1.3	4.9
16	O=C(/C=C/c1ccc([N+](=O)[O-])cc1)Nc1cccnc1	-58.2	-3.8	18.9	-0.3	18.6	5.6	-4.3	0.9	3.6	3.4
17	Cc1ccc(N(CC(O)CN2C(=O)NC(C)(C)C2=O)S(=O)(=O)c2ccc([N+](=O)[O-])cc2)cc1 (centres undefined)	-26.1	19.1	-1.0	-3.1	-10.2	17.8	-4.1	0.3	3.7	8.5
18	Cc1ccc(S(=O)(=O)N(Cc2cccnc2)Cc2cc3ccccc3[nH]c2=O)cc1	5.5	0.0	0.1	-0.3	14.1	-2.7	3.9	0.7	1.9	-1.8
19	COc1ccc2c(C=Nc3c(C)n(C)n(-c4ccccc4)c3=O)c(O)n(Cc3ccco3)c(=O)c2c1	-7.6&-0.3	-9.6&-0.4	-4.0&-5.6	-3.4&-0.9	-4.4&27.6	4.9&18.1	-13.0	1.3&3.0	3.3&-1.9	-39.7&-136.7
20	O=S(=O)(c1ccccc1)N1CCC(O)(CSc2ccc(F)cc2)CC1	12.1	-23.2	-3.4	-10.2	-16.7	-1.4	-9.9	-0.6	0.6	-1.1
21	CN1CCN(C(=O)c2ccc(CNS(=O)(=O)c3cccc(Cl)c3)cc2)CC1	6.5	-5.1	4.0	-0.4	15.0	11.7	.	-0.3	-1.8	8.9
22	Cc1ccc(C)c(N2CCN(S(=O)(=O)c3ccc(-c4ccc(=O)[nH]n4)o3)CC2)c1	-7.9	-6.9	3.5	-1.2	-17.2	-7.4	0.3	1.3	-0.6	22.0
23	C[C@H](CO)N1C[C@H](C)[C@@H](CN(C)C(=O)NC2CCCCC2)Oc2c(NS(=O)(=O)c3cccs3)cccc2C1=O	-6.7	15.5	0.0	-3.6	.	1.1	-5.5	0.0	.	0.6
24	O=C1NC(=O)/C(=C\c2ccsc2)N1	-6.4	-21.6	-5.4	6.4	-15.2	3.2	-2.6	-1.2	-0.1	-1.2
25	CC1CCN(CCC(=O)Nc2ccccc2)CC1	-4.0	-5.1	3.0	3.0	19.0	12.2	2.8	0.7	-0.1	-5.1
26	CC(=O)c1ccc(OCc2cc(C(=O)N3CCC(c4ccncc4)CC3)no2)cc1	12.5	-1.3	.	.	9.1	-6.1	-3.5	.	-5.2	3.2
27	CCOC(=O)C1CCN(C(=O)CCc2nc3ccccc3[nH]2)CC1	-5.4	-5.8	-6.3	1.6	-6.0	10.9	3.4	0.1	-5.0	5.8
28	CCCc1nc2c(sc3nc4c(cc32)COC(C)(C)C4)c(=O)n1Cc1ccco1	8.2	9.2	-9.1	1.5	-14.5	-1.4	4.9	-0.3	-5.6	1.4
29	Cc1cnc(NC(=O)NCC2CCCC(CNC(=O)Nc3ncc(C)s3)C2)s1 (centres undefined)	-15.3	19.0	-3.3	-2.6	2.2	14.7	0.7	-0.1	1.9	-0.4
30	CC(C)c1ccc(C2NC(=O)c3ccccc3O2)cc1 (centres undefined)	-0.1	-1.0	2.1	1.1	2.2	0.2	-4.6	0.1	1.1	4.7

# The results go on:
nr	compound	PrPC surface inh	SSB-PriA inh	BoNT-F LC inh	Anthrax LF prot	DUSP3 inh	CCHF vOTU inh	Rv3671c protease	BoNT-A LC inh2	3CLpro inhibitor	MazEF act
31	CCCCN(CC)CCNC(=O)c1cc2c(-c3ccccc3F)nn(C)c2s1	-11.2	-10.4	0.2	-6.9	20.1	-31.5	0.1	-1.8	-6.1	3.1
32	O=c1nc(-c2ccccc2)n(-c2ccccc2)c2ncccc12	5.4	-13.4	-7.2	-1.1	35.1	-2.6	13.1	-0.2	3.6	6.1
33	COc1cc(NC(=S)NC(=O)CCc2ccccc2)cc(OC)c1	-2.6	-10.9	0.7	-2.1	41.5	8.5	-19.8	0.7	3.6	-9.7
34	CN1C(=O)Cc2cc(S(=O)(=O)N3CCOCC3)ccc21	2.2	-13.8	-0.4	4.0	18.2	-7.0	-5.6	1.3	-11.4	6.0
35	CCC1CSC(Nc2ccc(C(=O)/C=C/c3ccc(Oc4ccccc4)cc3)cc2)=N1 (centres undefined)	5.1	-0.6	16.1	0.4	-6.7	-11.4	-32.2	3.2	2.4	-4.6
36	Cc1cc(C(=O)N2CCCC(Nc3ccc(F)cc3)C2)n(C)n1 (centres undefined)	-9.1	-2.2	-12.1	2.0	17.5	19.1	5.1	-1.5	-1.4	1.1
37	Cc1ccc2nc(NCC(N)=O)nc(-c3ccccc3)c2c1	5.6	-7.8	.	.	26.9	-103.3	4.3	.	0.6	-4.1
38	CN(C)c1ccc(/C=N/Nc2nncc3ccccc23)cc1	5.5	.	-23.5	4.3	5.2	12.6	7.0	0.5	0.2	8.7
39	CC(C(=O)OCC(=O)c1ccccc1)N1C(=O)C2C3CCC(C3)C2C1=O (centres undefined)	-4.8	-9.6	0.4	-3.5	54.4*	-9.9	6.7	0.0	2.2	-3.6
40	O=C(C[C@H]1C(=O)N(CCc2ccccc2)C[C@@H]1Cc1ccccc1)Nc1ccc(Br)cc1	10.0	.	-1.5	-5.2	.	2.3	.	-0.1	.	-4.6
41	NC(=O)c1ccc(Cn2c(C(=O)c3cc(Cl)c(N)c(Cl)c3)c3ccccc3[n+]2[O-])cc1	2.1	14.9	8.6	6.4	.	16.6	-18.9	2.3	.	4.2
42	Cc1ccc(S(=O)(=O)Nc2cc(=O)[nH]c(SCC(=O)Nc3cccc(C(F)(F)F)c3)n2)cc1	5.3	-1.7	-53.7	2.7	20.6	13.5	.	-8.6	9.3	-5.3
43	O=C(CCc1ccccc1)NNC(=O)c1ccc(Cl)cc1	11.7	-14.8	?	24.5	4.9	4.7	0.1	-2.3	0.7	4.7
44	COc1ccc(CCNC(=O)COC(=O)C2=NNC(=O)CC2)cc1	0.7	.	2.6	-1.8	.	-2.3	.	-0.1	.	-2.4
45	COc1ccc2c(CC(=O)Nc3ccc(OC)c(NS(=O)(=O)c4ccc(F)cc4)c3)coc2c1	1.5	4.5	-18.5	0.0	1.2	-13.8	-2.0	1.1	0.9	-2.6
46	CCOc1cc(CNc2ccc(N3CCOCC3)cc2)cc(Br)c1OCC	-5.1	90.3	-5.7	-2.6	-11.3	-0.1	6.5	-0.2	-6.0	-4.9
47	CC(C)(C)c1ccc(-c2n[nH]c(=S)n2CCCN2CCOCC2)cc1	3.7	0.3	-5.7	2.3	-2.1	7.2	-0.9	0.0	4.5	3.8
48	CC(C)(CO)NCC#Cc1ccccc1	-1.1	-11.5	-1.4	6.8	19.1	-0.8	-4.4	-1.5	0.1	6.0
49	O=C(O)c1cccc2c1C(=O)c1ccc(N3CCN(Cc4ccc5c(c4)OCO5)CC3)cc1S2(=O)=O	-8.9	.	-5.5	-1.0	.	12.9	.	0.7	.	-14.2
50	CCc1nnc(NC(=O)CSc2nnc(-c3c[nH]c4ccccc34)n2CCOC)s1	-1.9	-12.6	-2.9	1.0	28.6	-41.8	-0.7	0.4	-6.7	-4.1
51	CC(=O)c1sc(-c2ccc(Cl)cc2)cc1N	-10.4	3.6	0.6	5.0	8.8	1.2	1.5	5.0	1.5	2.0
52	O=C(CCCN1C(=O)/C(=C/c2ccco2)SC1=S)Nc1ccccc1C(=O)O	-7.4	0.8	3.7	-7.6	1.5	17.8	-5.0	-2.0	-0.4	-3.4
53	COCCn1c(=O)c2c(nc3n2CCCN3CCc2ccc(OC)c(OC)c2)n(C)c1=O	8.9	-2.0	22.5	14.7	2.4	6.0	.	4.0	-2.2	10.4
54	COc1ccc(Cc2c(-c3ccccc3)nc3cc(C)c(Br)c(C)n23)c(C)c1	3.8	.	-13.3	0.5	.	0.3	.	-0.3	.	.
55	CN(C(=O)c1cccc(NC(=O)C2CCCN(C(=O)OC(C)(C)C)C2)c1)C1CCC1 (centres undefined)	6.9	-26.6	3.6	-6.9	.	13.1	3.8	-0.1	.	0.7
56	CC1(c2nnnn2Cc2ccccc2)CCC(=O)N1Cc1cccnc1 (centres undefined)	-2.6	.	6.4	7.9	.	-0.5	.	-0.3	.	.
57	Cc1nc(C(F)(F)F)ccc1C(=O)Nc1ccccc1N1CCOCC1	-3.3	-1.6	-6.4	-2.5	14.5	0.4	-1.6	0.2	4.3	-16.3

# High-throughput results from PubChem BioAssay.

# Only part of the results is shown; rates above refer to the full screens.
